Screens (PubChem)
SRC2 inh – inhibits human steroid receptor coactivator 2; HEK293 GAL4-SRC2 luciferase reporter, luminescence; Q15596; hit rate 0.17% among 370,000; inhibition, % at 9 µM;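 active = inhibition above the mean inhibition of all tested compounds plus 3 SD, set per campaign, cut at about 52% in these data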;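 note: 0% = DMSO treated cells and 100% = cells given Gossypol at 36 µM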
NR5A2 inv ag – inverse agonists of human LRH-1 (NR5A2); O00482; HEK293T StAR-luciferase reporter, LRH-1 transfected, 24 h; inhibition, % at 3.6 µM; hit rate 0.13% among 360,000; AID 602396;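 active = inhibition above the mean inhibition of all tested compounds plus 3 SD, cut at about 73% in these data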;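 note: 0% = DMSO wells and 100% = reporter-only cells lacking LRH-1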
MC4R antag cAMP – blocks human MC4R cAMP signaling. inhibition, % at 6.5 µM. hit rate 0.48% among 360,000. AID 540295. MC4R-expressing cells, MTII-stimulated cAMP, LANCE TR-FRET. P32245;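 active = inhibition above its plate's cutoff, the mean of tested wells on that plate plus 3 SD, cut at about 29% in these data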;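 note: 0% = Melanotan II alone and 100% = Melanotan II plus saturating MCL0020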
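system = U2OS cells with stable human MC4R expression | also added = Melanotan II challenge after compound preincubation | dosing = one concentration, 6.5 µM nominal | incubation = compound 30 min, challenge 1 h, detection 1 h | measured by = TR-FRET with Eu-cAMP and labeled anti-cAMP, 671 nm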
TLR9-MyD88 block – TLR9-MyD88 interaction inhibition; AID 504734; Q9NR96+Q99836; CHO BLA complementation TLR9-MyD88, CCF4 FRET ratio; hit rate 0.21% among 340,000; inhibition, % at 4.98 µM;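 active = inhibition above the mean over all tested compounds plus 3 SD, cut at about 21% in these data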;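 note: 0% = DMSO only wells and 100% = clavulanate BLA inhibitor control wells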
Target sequence (Q99836 whole entry, looked up): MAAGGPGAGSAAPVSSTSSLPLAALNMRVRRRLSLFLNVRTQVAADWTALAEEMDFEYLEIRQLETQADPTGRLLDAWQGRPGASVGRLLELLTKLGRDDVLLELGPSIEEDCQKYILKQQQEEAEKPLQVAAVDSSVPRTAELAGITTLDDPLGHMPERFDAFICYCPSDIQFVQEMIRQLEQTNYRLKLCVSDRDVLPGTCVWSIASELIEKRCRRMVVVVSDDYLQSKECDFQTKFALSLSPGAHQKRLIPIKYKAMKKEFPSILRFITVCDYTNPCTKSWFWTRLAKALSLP
Target sequence (Q9NR96 whole entry, looked up): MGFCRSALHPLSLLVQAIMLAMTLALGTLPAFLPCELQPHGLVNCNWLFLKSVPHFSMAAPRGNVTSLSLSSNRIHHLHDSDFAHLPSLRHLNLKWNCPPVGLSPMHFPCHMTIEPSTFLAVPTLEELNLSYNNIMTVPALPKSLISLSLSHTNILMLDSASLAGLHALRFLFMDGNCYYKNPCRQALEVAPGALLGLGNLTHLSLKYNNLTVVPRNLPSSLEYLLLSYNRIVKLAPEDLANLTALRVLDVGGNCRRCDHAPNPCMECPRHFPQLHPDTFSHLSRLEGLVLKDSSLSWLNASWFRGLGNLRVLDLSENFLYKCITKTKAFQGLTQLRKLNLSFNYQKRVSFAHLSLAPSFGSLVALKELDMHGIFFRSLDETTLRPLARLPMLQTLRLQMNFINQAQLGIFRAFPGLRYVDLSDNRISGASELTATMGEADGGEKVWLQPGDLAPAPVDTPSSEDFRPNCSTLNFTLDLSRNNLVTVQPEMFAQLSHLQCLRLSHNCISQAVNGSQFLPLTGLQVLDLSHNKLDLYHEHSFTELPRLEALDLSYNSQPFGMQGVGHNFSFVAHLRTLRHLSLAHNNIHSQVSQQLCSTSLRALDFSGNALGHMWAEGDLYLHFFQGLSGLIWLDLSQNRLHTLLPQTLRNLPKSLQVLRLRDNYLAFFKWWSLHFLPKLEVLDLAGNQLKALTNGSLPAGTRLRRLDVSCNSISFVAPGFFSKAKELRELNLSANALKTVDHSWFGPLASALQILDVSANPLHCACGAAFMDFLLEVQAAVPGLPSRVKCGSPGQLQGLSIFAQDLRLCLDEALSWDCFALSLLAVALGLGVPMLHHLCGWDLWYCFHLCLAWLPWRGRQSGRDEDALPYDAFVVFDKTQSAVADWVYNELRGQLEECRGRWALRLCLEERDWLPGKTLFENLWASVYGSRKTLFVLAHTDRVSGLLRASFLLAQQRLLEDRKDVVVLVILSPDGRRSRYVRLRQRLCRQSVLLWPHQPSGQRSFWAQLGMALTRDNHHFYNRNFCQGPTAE
NCOA1 inh – inhibits human SRC1 coactivator; HEK293 GAL4-SRC1 luciferase reporter, luminescence; Q15788; AID 588354; inhibition, % at 3.6 µM; hit rate 0.12% among 360,000;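 active = inhibition above the campaign mean plus 3 SD, with each screening campaign given its own cutoff, cut at about 60% in these data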;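 note: 0% = DMSO treated cells and 100% = gossypol at 36 µM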
COUP-TFII inh – blocks human COUP-TFII nuclear receptor. HEK293T NGFI-A luciferase reporter, luminescence. inhibition, % at 8.6 µM. hit rate 0.7% among 370,000. AID 686940;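 active = inhibition above a per-plate cutoff, mean inhibition of test wells between control levels plus 3 SD, cut at about 38% in these data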;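 note: cells cotransfected with COUP-TFII expression vector driving the NGFI-A reporter; 0% = median of COUP-TF2 test wells and 100% = reporter-only cells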
MC4R ag barr – human MC4R agonism via beta-arrestin; P32245; U2OS MC4R beta-arrestin complementation, luminescence; percent of melanotan II response, DMSO zero; activation, % at 8.9 µM; hit rate 0.98% among 360,000; AID 540308;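 active = activation above a per-plate cutoff, the mean activation of sample wells on that plate plus 3 SD, cut at about 8% in these data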
EBV LMP1 NFkB – inhibitors of Epstein-Barr LMP1-induced NF-kappaB reporter. hit rate 0.69% among 350,000. AID 504558. LMP1-induced NF-kappaB luciferase reporter cells, luminescence. inhibition, % at 12.5 µM; in the data active = inhibition above about 41%;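 note: 0% = neutral control wells and 100% = reference inhibitor control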
NCOA3 inh – inhibits human SRC3 coactivator | inhibition, % at 3.6 µM | hit rate 0.17% among 360,000 | HEK293 GAL4-SRC3 luciferase reporter, luminescence | Q9Y6Q9;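 active = inhibition above a per-campaign cutoff, the mean of all compounds plus 3 SD, cut at about 60% in these data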;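 note: 0% = DMSO-treated cells and 100% = gossypol-treated cells at 36 µM; higher means less SRC3-driven luciferase light from the GAL4 reporter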
ABHD5 PLIN5 PPI – ABHD5-PLIN5 protein interaction inhibition; inhibition, % at 4 µM; Q00G26+Q8WTS1; Split G. princeps luciferase complementation, luminescence, 4 h; hit rate 0.78% among 360,000;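 active = inhibition above the mean inhibition across every tested compound plus 3 SD, cut at about 22% in these data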;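 note: 0% = DMSO only wells and the 100% control is not disclosed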
NOD2 RIPK2 PPI – inhibitors of human NOD2-RIPK2 interaction; O43353; CHO BLA complementation NOD2-RIPK2, CCF4 ratio; inhibition, % at 4.98 µM; hit rate 0.38% among 360,000; AID 624267; in the data active = inhibition above about 21%;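 note: 0% = vehicle only and 100% = reference blocker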
* marks the source's active call; other numbers are inactive results; nt = not tested or not shown.

nr	canonical_smiles	COUP-TFII inh	SRC2 inh	MC4R ag barr	NR5A2 inv ag	MC4R antag cAMP	EBV LMP1 NFkB	NCOA3 inh	ABHD5 PLIN5 PPI	NCOA1 inh	NOD2 RIPK2 PPI	TLR9-MyD88 block
1	CCN(CC)CC(C)OC(=O)COc1ccc(OC)cc1 (stereo not given)	0.4	-6.0	-1.2	9.6	-1.4	-1.2	17.6	2.8	-3.4	-13.2	3.2
2	CN(C)/C=N/c1ncn(-c2ncc(C(F)(F)F)cc2Cl)n1	-25.1	-57.0	-0.9	-61.9	5.1	-12.7	-76.9	-2.7	-117.9	-3.5	-2.9
3	Cc1ccc(C(=O)O/N=C\c2ccc(N3CCCCC3)c([N+](=O)[O-])c2)cc1	6.3	-3.9	-1.6	-3.1	4.8	-1.0	5.3	0.2	-1.2	-2.0	-6.1
4	Cn1c(-c2cccc(Br)c2)cnc1NCc1ccccc1O	-29.0	-9.3	-0.6	4.5	4.0	0.0	4.9	6.8	-4.7	0.9	1.1
5	O=C(c1ccc(N2C(=O)C3C4CC(C(Br)C4Br)C3C2=O)cc1)N1CCCCC1 (stereo not given)	5.1	-6.0	-1.3	0.3	7.2	-10.0	-4.1	4.0	-0.5	6.5	-2.5
6	FC(F)(F)c1cccc(N2CCC(N=CN3CCCCCC3)=N2)c1	-1.7	-24.5	-1.8	-13.4	17.8	-7.8	-16.7	1.8	-37.7	-2.6	-1.9
7	CC1Cc2ccccc2N1C(=O)CN1CCN(Cc2ccccc2)CC1 (stereo not given)	2.4	1.3	-1.1	0.4	2.4	nt	2.2	0.4	5.1	-7.9	-2.4
8	COc1ccc(CCNC(=O)CSc2nnnn2Cc2ccc3c(c2)OCO3)cc1OC	4.7	-8.9	2.0	19.8	1.3	-15.4	30.7	10.1	12.2	-0.2	0.3
9	O=C1CC(N2CCSCC2)C(=O)N1c1ccc(F)cc1 (stereo not given)	-6.3	2.7	0.7	-12.6	4.7	0.8	11.4	-3.1	4.8	-7.5	1.6
10	O=C(c1ccco1)N1CCN(C(c2cccs2)c2sc3ncnn3c2O)CC1 (stereo not given)	0.1	-2.0	0.1	3.7	11.6	-40.3	-6.3	0.7	-0.3	2.2	-5.0
11	CC1CCC(NC(=O)C(NC(=O)c2ccccc2)C(C)C)CC1 (stereo not given)	11.6	-6.4	-2.7	-16.0	-2.9	-8.1	17.0	1.6	-6.7	-6.6	1.6
12	CN(CC(=O)Nc1ccc(Cl)cc1)C(=O)CCc1nc2sc3c(c2c(=O)[nH]1)CCCC3	-7.3	0.8	8.2	17.5	4.8	-11.2	-15.0	5.3	-14.0	-0.1	-0.3
13	COC(=O)[C@]1(Cc2ccccc2)N[C@H](CN(C)S(=O)(=O)c2ccc(C(C)(C)C)cc2)[C@@H]2C(=O)N(C)C(=O)[C@@H]21	-11.5	14.1	-0.8	-7.4	-4.5	-28.3	-12.8	-6.3	-7.8	-0.6	4.1
14	CCOc1ccc(NC(=O)NNC(=O)COc2ccc3ccccc3c2)cc1	-7.9	-11.8	-4.3	8.9	1.6	-3.1	8.5	-5.9	6.4	5.6	0.1
15	CCOc1cccc2sc(=NC(=O)CCS(=O)(=O)c3ccccc3)n(CC)c12	-3.5	8.0	-2.5	10.3	-0.6	5.8	-1.4	-2.4	-30.5	-4.7	-19.1
16	CCOC(=O)Nc1ccc2c(COC(=O)CN(C)S(=O)(=O)c3ccc(C)cc3)cc(=O)oc2c1	3.9	-19.1	-1.3	-5.0	2.5	-7.5	5.1	4.8	-4.3	-0.8	-3.4
17	COCc1cc(C)nc2sc(C(=O)N3CCN(c4ccccc4)CC3)c(N)c12	-5.8	4.1	1.4	23.7	-5.7	5.8	-19.1	10.8	3.1	2.5	8.9
18	Cc1ccc(S(=O)(=O)N2CCCN(C(=O)c3ccc(-n4cccn4)cc3)CC2)cc1	-8.3	-3.1	-0.3	-10.2	-1.2	-0.2	5.5	5.2	-5.6	-11.0	0.5
19	COc1ccc(C(=O)CCC(=O)Nc2cccnc2)cc1	-2.3	7.9	-2.6	-15.1	13.5	0.3	7.9	2.8	6.6	1.4	4.4
20	COc1ccc(Cl)cc1C(=O)OCC(=O)Nc1cccnc1Cl	-23.7	-39.4	0.6	-19.8	7.8	2.1	-2.8	1.1	-4.1	-12.7	-7.7
21	Fc1cccc(Nc2nc(Cl)nc(Cl)n2)c1	9.2	33.3	2.5	-18.9	12.1	0.1	18.2	3.2	-16.5	3.1	-3.0
22	CC(C)COc1ccc(Br)cc1CNC(C)(C)C	-3.4	-7.6	0.0	4.7	11.9	-6.3	9.8	-1.5	21.0	0.0	1.8
23	CCc1c(C)nc2c(-c3ccccc3)c(C)[nH]n2c1=O	20.6	-28.0	0.1	1.0	-2.4	2.5	10.2	7.2	0.8	3.0	3.1
24	C[C@@H]1O[C@H](C2CC2)Cc2[nH]c(=S)[nH]c(=O)c21	2.1	-28.3	nt	20.9	nt	nt	nt	-12.8	nt	-2.9	nt
25	CC(=O)Nc1ccc(S(=O)(=O)N2CCN(C34CC5CC(CC(C5)C3)C4)CC2)cc1	11.6	-15.0	0.0	-4.8	-0.8	-10.5	-9.1	0.9	0.1	-5.3	-7.9
26	CCCCNC(=S)N(C)/N=C/c1c(F)cccc1F	-1.4	11.3	-1.1	2.8	0.7	10.7	5.4	-1.4	2.5	7.6	4.3
27	CCS(=O)(=O)N1CCC(C(=O)NCCCN2CCCC2)CC1	-1.1	-1.4	2.6	-3.9	10.4	-10.8	-11.1	-3.2	4.4	6.9	5.5
28	C[C@@H](NC(=O)c1cc2c([nH]c3ccccc32)c(-c2ccccc2)n1)C(=O)O	-1.3	-32.1	-1.2	8.7	15.0	3.1	-1.9	-14.2	-16.7	-5.2	2.3
29	O=C(c1ccco1)N1CCCC(Nc2ccc3c(c2)OCCO3)C1 (stereo not given)	-25.8	-37.5	-4.4	-24.7	9.5	-6.6	-40.3	4.4	-32.1	-3.1	2.1
30	CC(=O)c1ccc2noc(-c3ccc(C)cc3)c2c1	-3.0	-2.4	1.9	-34.1	11.9	5.3	-15.1	29.0*	-48.7	-13.9	-5.7
31	COc1ccc(NC(=O)CSc2n[nH]c(-c3ccco3)n2)cc1	18.6	12.1	-1.0	-0.8	13.7	-7.7	-1.2	-0.2	4.4	8.6	-12.2
32	Cc1ccc(-c2csc3ncn(CC(=O)OC(C)C)c(=O)c23)cc1	-4.7	-29.8	-2.1	6.6	1.7	4.9	8.2	2.7	6.4	-2.3	0.5
33	CCN(C(=O)COC(=O)/C=C/c1ccc(F)cc1)C1CCCCC1	-0.5	6.1	-0.9	-7.4	1.9	2.5	13.9	2.2	-5.6	-9.2	-9.2
34	Cc1ccccc1NC(=O)Nc1ccc2c(c1)CCC2	-0.5	-31.2	0.0	-69.4	5.2	-24.9	-82.5	0.6	-48.9	-6.2	-3.0
35	COC(=O)c1c(-c2ccccc2OC)sc2ccccc12	-7.3	17.6	0.7	1.1	-5.7	-8.8	5.8	-12.7	-1.2	7.3	2.3
36	Cc1cccc(OCC(=O)Nc2ccccc2N2CCCCC2)c1C	1.4	1.0	3.0	-1.2	7.5	-8.7	-0.6	-15.5	19.0	-0.2	-12.2
37	O=C(NC(=S)Nc1ccc2oc(-c3cccnc3)nc2c1)c1cccc(Cl)c1	-4.2	-6.7	-0.5	1.6	-0.9	-2.0	11.3	1.0	-40.2	-2.9	-10.8
38	O=C(NCc1nnc(SCC(=O)N2CCCCCC2)o1)c1ccco1	-1.4	-26.1	1.2	-3.9	0.6	1.6	-10.2	3.2	1.8	-2.7	-8.4
39	CCN(CC)Cc1c(C(=O)N/N=C/c2cccc(OCc3cccc(Cl)c3)c2)nnn1-c1nonc1N	-15.6	4.8	-1.1	-23.0	-1.9	-4.7	-0.2	0.3	-1.4	-8.8	-2.5
40	Cc1cc(N2C(=O)c3ccc(C(=O)NCc4ccccc4)cc3C2=O)no1	8.3	-8.2	0.3	-1.9	26.2	10.3	-19.2	-3.2	-5.2	-7.1	5.5
41	Nc1nonc1/C(=N/O)N1CCCC1	-4.1	-6.1	-1.1	1.7	8.7	6.0	-14.3	-0.1	-11.5	7.9	-8.5
42	CC(C)c1cccc(C(C)C)c1NC(=O)CNCC(O)c1ccccc1 (stereo not given)	-23.2	-3.2	0.0	5.7	3.5	-1.1	-29.2	-5.5	12.2	1.8	-17.9
43	CC1=C(Cl)C2=NS(=O)(=O)CCN2C=C1Cl	-8.0	-37.4	-2.5	7.1	1.6	-11.2	12.1	3.6	9.9	-5.0	-1.5
44	C[C@@H]1CN([C@@H](C)CO)S(=O)(=O)c2ccc(Br)cc2O[C@H]1CN(C)C(=O)CN(C)C	-1.4	-8.6	-1.3	-8.4	6.8	5.2	1.7	-2.0	-7.4	-13.4	4.6
45	COc1ccc(N(C(=O)c2ccc3c(c2)OCO3)C2C=CS(=O)(=O)C2)c(OC)c1 (stereo not given)	-3.1	-4.5	-1.1	-17.6	11.2	-1.7	-18.5	7.0	-17.0	12.9	10.1
46	Nc1ccc(S(=O)(=O)Nc2nccc(/C=C/c3cccc([N+](=O)[O-])c3)n2)cc1	-10.5	-6.9	0.1	-19.6	-15.2	3.6	-4.0	10.1	-1.9	9.5	-4.9
47	Cc1cccc(OCC(=O)Nc2ccccc2N2CCN(C)CC2)c1	1.5	7.1	1.9	5.6	1.6	8.1	14.0	-7.9	-7.2	-11.2	2.3
48	CC1(C(=O)Nc2ccc3c(c2)OCCO3)CCC(=O)N1C1CC1 (stereo not given)	-12.1	22.0	nt	-9.0	nt	nt	-12.6	6.2	10.0	-57.3	nt
49	C=CCc1ccc(OCCCN2CCCC(C)C2)c(OC)c1 (stereo not given)	1.8	-6.2	-1.4	-7.0	4.1	-4.8	-4.8	-2.1	-3.1	-2.1	2.7
50	CCOC(=O)c1cc(=O)c2ccc(OCC(=O)Nc3ccccc3)cc2o1	4.7	-24.9	-1.0	9.4	9.1	-1.1	-5.9	1.3	-11.0	-12.5	-5.5

More compounds follow.
nr	canonical_smiles	COUP-TFII inh	SRC2 inh	MC4R ag barr	NR5A2 inv ag	MC4R antag cAMP	EBV LMP1 NFkB	NCOA3 inh	ABHD5 PLIN5 PPI	NCOA1 inh	NOD2 RIPK2 PPI	TLR9-MyD88 block
51	CCc1cccc(CC)c1NC(=S)NCCc1ccc(O)c(O)c1	16.1	-9.5	-1.7	-13.8	-0.6	0.1	3.0	-3.8	4.4	-1.6	-0.8
52	Cc1ccc(NC(=O)CCOc2ccccc2C)cc1C	18.6	-18.6	0.1	-21.4	6.2	-2.5	-12.7	6.7	-31.5	4.0	5.0
53	Cn1cnc([N+](=O)[O-])c1Nc1cccc(O)c1	-18.6	-27.8	-0.7	1.9	-0.5	-6.4	-2.5	2.2	-7.9	1.2	5.1
54	Cc1ccccc1CN1C(=O)c2ccccc2S1(=O)=O	-17.5	-1.7	-0.5	1.6	-0.7	5.7	4.4	-3.2	8.4	-2.3	0.9

Some of the compounds tested; rates above refer to the full screens.
